Assay outcomes as filed in PubChem BioAssay.
CDK5 inh – inhibitors of human CDK5/p35 kinase, primary screen, biochemical, single concentration; Cyclin-dependent kinase 5 (Homo sapiens) + Cyclin-dependent kinase 5 activator 1 (Homo …; Recombinant CDK5/p35, ADP-Glo luminescence, 60 min; inhibition, % at 10 µM; 330,000 tested, 0.01% active;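 active means highest replicate inhibition of at least 50% and at least 75% of replicates reaching 50%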;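 further: plate controls were DMSO neutral control for no effect and GW8510 at 10 µM for full effect; many of its hits are not listed in these tables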
RTF Ca sens inh – cardiac RTF calcium sensitivity inhibitors, primary screen, biochemical, IANBD-TnC fluorescence, EC70 calcium | Troponin I, cardiac muscle (Homo sapiens) + Troponin T, cardiac muscle (Homo sapiens) + … | IANBD-labeled cardiac RTF, Ca2+ fluorescence | inhibition, % at 7.15 µM | 340,000 tested, 0.12% active;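 active means inhibition above the mean inhibition of all tested compounds plus 3 SD, cut at about 17% in these data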;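 further: assay run at fixed EC70 calcium of 1.6 mM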
Keap1 Nrf2 FP – Keap1-Nrf2 protein-protein interaction inhibitors, primary screen, biochemical, fluorescence polarization, single point | Kelch-like ECH-associated protein 1 (Homo sapiens), Q14145 | Keap1 Kelch-Nrf2 peptide fluorescence polarization, 1536-well | inhibition, % at 9.4 µM | 340,000 tested, 0.15% active | AID 504523, 2011; in the data active means inhibition above about 12%;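 further: human Keap1 Kelch domain with fluorescein labeled Nrf2 9mer peptide probe; 0% = neutral control wells and 100% = peptide positive control; higher means more block of Keap1 binding to Nrf2 peptide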
Target sequence (Q14145 whole entry, looked up, the tested form may be a part): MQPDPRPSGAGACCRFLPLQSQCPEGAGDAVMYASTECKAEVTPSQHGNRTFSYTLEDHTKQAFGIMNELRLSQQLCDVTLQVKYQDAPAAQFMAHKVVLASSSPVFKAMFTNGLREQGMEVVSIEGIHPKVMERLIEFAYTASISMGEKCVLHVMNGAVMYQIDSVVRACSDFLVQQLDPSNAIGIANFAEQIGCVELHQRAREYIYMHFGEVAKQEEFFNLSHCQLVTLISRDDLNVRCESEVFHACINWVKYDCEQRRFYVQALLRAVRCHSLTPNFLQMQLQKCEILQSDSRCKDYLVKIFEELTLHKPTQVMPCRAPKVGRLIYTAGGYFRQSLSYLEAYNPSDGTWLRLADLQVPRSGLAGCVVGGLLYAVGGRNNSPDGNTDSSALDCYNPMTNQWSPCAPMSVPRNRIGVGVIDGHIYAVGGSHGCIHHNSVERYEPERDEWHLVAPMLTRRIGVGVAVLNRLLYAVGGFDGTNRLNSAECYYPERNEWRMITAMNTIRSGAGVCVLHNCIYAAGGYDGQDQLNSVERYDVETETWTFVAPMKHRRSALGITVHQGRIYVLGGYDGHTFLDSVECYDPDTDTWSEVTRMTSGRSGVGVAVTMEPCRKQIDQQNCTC
cardiac RTF act – cardiac RTF calcium sensitivity activators, primary screen, biochemical, IANBD-TnC fluorescence, EC20 calcium; IANBD-labeled TnC RTF fluorescence at EC20 calcium; 0% EC20 calcium, 100% full calcium; activation, % at 7.2 µM; 340,000 tested, 0.24% active; AID 493008, 2010;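 active means activation above the mean over all tested compounds plus 3 SD, cut at about 30% in these data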;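 further: rise in fluorescence read as greater calcium sensitivity of cardiac thin filaments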
NSD2 HMT inh – NSD2 histone methyltransferase inhibitors, primary screen, biochemical, AlphaScreen, single concentration, set 2 | AID 743445, 2014 | inhibition, % at 12.5 µM | Histone-lysine N-methyltransferase NSD2 (Homo sapiens), O96028 | NSD2 peptide methylation, 120 min | 310,000 tested, 0.54% active; in the data active means inhibition above about 50%
Rtt109 HAT inh – inhibitors of C. albicans Rtt109/Vps75 HAT, primary screen, biochemical, ThioGlo CoA-SH fluorescence, plate reader; 330,000 tested, 0.16% active; Histone acetyltransferase RTT109 (Candida albicans (strain SC5314 / ATCC MYA-2876)), …; purified Rtt109/Vps75, 4 h; inhibition, % at 34.9 µM;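 active means inhibition of at least 50% in every replicate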
Target sequence (Q5AAJ8 whole entry, looked up): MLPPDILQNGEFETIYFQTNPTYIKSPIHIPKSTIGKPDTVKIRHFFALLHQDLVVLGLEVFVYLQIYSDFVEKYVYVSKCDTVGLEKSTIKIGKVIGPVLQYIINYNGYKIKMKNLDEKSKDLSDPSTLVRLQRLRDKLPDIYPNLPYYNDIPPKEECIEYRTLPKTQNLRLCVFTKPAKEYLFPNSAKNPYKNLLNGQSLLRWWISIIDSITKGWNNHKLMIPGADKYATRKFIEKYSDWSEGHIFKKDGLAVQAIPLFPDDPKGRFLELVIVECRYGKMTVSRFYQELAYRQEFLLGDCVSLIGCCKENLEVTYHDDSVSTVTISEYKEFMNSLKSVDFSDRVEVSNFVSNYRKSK
C-LANA FP – inhibitors of KSHV C-LANA binding to DNA, primary screen, biochemical, fluorescence polarization, FAM-LBS DNA, MBP-C-LANA, single point; Kaposi's sarcoma herpesvirus LANA C-terminal domain (residues 932-1162) DNA binding; inhibition, % at 9 µM; 340,000 tested, 0.078% active; AID 504423, 2011;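 active means highest replicate inhibition at or above 60% at 9 µM, even if other replicates fall short; inactive means all replicates below 60% inhibition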;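 further: 0% = neutral control wells and 100% = 4 µM acridine orange control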
dFosB activator – activators of delta FosB homodimer, primary screen, biochemical, fluorescence polarization, TAMRA-CDK5 oligo, single point; Protein FosB (Mus musculus), P13346; purified delta FosB; percent of positive-control signal above neutral wells; activation, % at 25 µM; 340,000 tested, 0.99% active; AID 493131, 2011;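 active means mean activation above about 17%, with every replicate also reaching it, limit read from the data, passing the limit was not always enough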;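 further: fluorescence polarization rise as delta FosB binds a TAMRA Cdk5 AP-1 oligo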
Mot1-301 SUMO – yeast Mot1-301 growth rescue at high temperature, primary screen, SUMOylation pathway inhibitor project, S. cerevisiae, ATP luminescence, 38.5C | S. cerevisiae Mot1-301 growth rescue; percent above DMSO median, 100 means doubled | growth rescue, % at 18.8 µM | 320,000 tested, 1% active | AID 2716, 2010;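 active means every valid replicate shows activation above 250% relative to neutral control wells; inactive means the rest, any valid replicate at or below 250%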;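 further: OY570 slx delta 5 strain wells were the positive control but not used for scaling; some compounds called inactive have numbers as strong as hits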
PvdQ inh – P. aeruginosa PvdQ acylase inhibitors, primary screen, biochemical, fluorescence, plate reader and imaging, single point; inhibition, % at 10 µM; PvdQ acylase [Pseudomonas aeruginosa LESB58]; 340,000 tested, 0.063% active; purified PvdQ acylase; in the data active means inhibition above about 30%, passing the limit was not always enough;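 further: 0% = vehicle neutral wells and 100% = reference inhibitor wells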
PfHsp90 set2 – growth inhibition of PfHsp90-expressing yeast, primary screen, antimalarial PfHsp90 inhibitor project, S. cerevisiae, BacTiter-Glo luminescence, single point, set 2 | BacTiter-Glo ATP, 48 h; yeast lacking PDR1 and PDR3 efflux regulators | inhibition, % at 9.4 µM | 310,000 tested, 0.32% active | AID 504621, 2011;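 active means every replicate shows inhibition above about 80%, whatever the replicate mean, limit read from the data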;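 further: 0% = DMSO neutral controls and 100% = 20 µM radicicol positive controls; yeast relying on Plasmodium falciparum Hsp90 in place of its own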
* = called active by the depositor; x = no result given. Random draw from the library, and some 3.2% of all compounds hit somewhere here.

SMILES	CDK5 inh	RTF Ca sens inh	Keap1 Nrf2 FP	cardiac RTF act	NSD2 HMT inh	Rtt109 HAT inh	C-LANA FP	dFosB activator	Mot1-301 SUMO	PvdQ inh	PfHsp90 set2
COc1cc(NS(=O)(=O)c2ccc(NS(=O)(=O)c3ccc(NC(C)=O)cc3)cc2)nc(OC)n1	1.4	-12	-4	-2	2	3	-1.4	2	1	-14	14
CN(C)c1nc(NCc2ccccc2)nc(N/N=C/c2cccc(Br)c2)n1	0.1	1	0	0	x	0	-0.9	57*	-4	3	1
CC12CN3CC(C)(CN(C1)C3c1ccc(Cl)cc1)C2 (configuration not stated)	-1.3	-3	2	1	1	-9	0.0	-11	-26	-19	6
COc1ccccc1NC(=O)CSc1nc(N)c(-c2ccccc2)c(=O)[nH]1	1.4	-12	3	0	0	24	0.8	0	-9	-5	2
Cc1[nH]c2ccccc2c1C(=O)C(=O)N1CCN(c2ccccc2)CC1	2.5	3	-3	-2	2	1	-1.4	-11	-6	-12	18
COC(=O)C1=C(C)N(Cc2ccccc2)C(=NCCCCO)N[C@H]1CCc1ccccc1	-0.8	2	-1	9	x	9	2.9	-7	-19	-12	23
CNC(=S)N(CCc1c(C)[nH]c2ccc(Cl)cc12)Cc1cc(OC)c(OC)c(OC)c1	-0.1	0	-1	-1	x	16	1.1	-1	-6	-2	-26
CC1CCCC(N2CCN(C(=O)c3ccccc3F)CC2)C1 (configuration not stated)	0.1	0	-3	-2	0	-12	-0.4	-11	-14	-11	-6
O=S(=O)(Nc1ncccn1)c1ccc(NC(=S)Nc2ccccc2Cl)cc1	-1.7	3	-2	-3	0	2	0.6	-6	8	1	-29
Cc1cc2n(n1)SC(Nc1ccccc1)N2 (configuration not stated)	5.9	-9	-3	7	-7	2	0.0	-6	47	-15	11
N#CC1=C(N)SC(N)=C(C#N)C1CCc1ccccc1	3.0	-55	-21	39*	x	-5	-4.5	-12	0	3	-1
O=C(O)C1=NOC(CNC(=O)c2ccccc2Cl)C1 (configuration not stated)	2.3	x	-3	x	-1	-6	-2.0	5	-17	-13	15
CC(C)Oc1ccc(CNC(=O)CCC(=O)N2CC(C)Sc3ccccc32)cc1 (configuration not stated)	2.7	6	-2	9	x	-4	0.9	1	21	10	2
CCOC(=O)C1(CCc2ccccc2)CCN(C(=O)c2cccc(C)n2)CC1	0.6	5	5	2	0	6	-1.9	-1	-11	0	-3
COc1ccc(S(=O)(=O)N2c3cc(C)ccc3OCC2C(C)(C)C)cc1 (configuration not stated)	0.6	-8	1	15	-1	3	-0.3	-7	-6	0	x
c1ccc2c(c1)Cn1c-2nc2ccccc21	10	0	0	-2	0	-3	0.3	-10	363	-6	5
Cc1cc2cc(CCNC(=O)c3ccc(C)c([N+](=O)[O-])c3)c(=O)[nH]c2cc1C	-0.4	-14	5	-12	-1	-3	0.4	-8	3	-8	3
Cc1ccc(C(=O)OCC(=O)N2CC(C)CC(C)C2)cc1S(=O)(=O)N1CCCCC1 (configuration not stated)	-0.2	-5	-3	-4	-3	-1	-0.2	-20	6	-13	11
CN(Cc1cnccn1)Cc1nc(Cc2ccccc2Cl)no1	0.0	-4	1	0	3	4	0.0	-7	18	-6	x
C=C(C)Cn1c(SCC(=O)O)nc2c1c(=O)[nH]c(=O)n2C	1.4	-8	3	6	x	-9	1.7	-2	-1	-8	12
O=C(c1ccc(S(=O)(=O)c2ccccc2Cl)c([N+](=O)[O-])c1)N1CCCCCC1	x	9	-1	-3	3	-7	-0.4	-5	48	2	-36
COC(OC)c1ccnc(-c2ccc(OC(=O)c3cccs3)cc2)n1	-2.9	-15	-3	-4	-3	4	-0.6	-9	7	-8	7
CC1CCN(CCCNC(=O)c2ccc3c(Cl)c4c(nc3c2)CCCC4)CC1	-0.4	8	-4	-2	18	18	-4.7	-29	x	-9	14
Cc1ccc(N2CC(C(=O)Nc3nnc(SCC(=O)N4CCOCC4)s3)CC2=O)cc1 (configuration not stated)	0.6	1	-3	-4	-2	5	-0.2	-7	1	-11	-11
Cc1ccc(C)c(S(=O)(=O)N2CCN(C(=O)CCNC(=O)c3ccc(Br)cc3)CC2)c1	-0.1	-17	-6	4	-2	8	0.8	-18	-12	-10	x
O=C(Nc1ccccc1C(=O)N/N=C/c1ccc(F)cc1)c1ccccc1Br	0.0	-1	-1	3	-2	13	0.4	-10	-18	0	3
CC(C)COc1ccc(CNC(=S)NCc2ccccc2)cc1	2.6	-3	2	6	0	8	1.4	1	-1	-6	-38
COc1ccc(-c2nnc(SC(C)C(=O)Nc3nccs3)n2Cc2ccccc2)cc1OC (configuration not stated)	0.1	3	-3	1	4	-6	0.8	-7	-14	-7	-28
O=C(c1cccc(S(=O)(=O)Nc2ccc(F)cc2)c1)N1CCC1	0.8	1	-4	-3	-1	9	2.0	3	-5	6	14
O=c1oc2cc(OCCO)ccc2c2c1CCCC2	0.2	-1	4	2	-1	0	4.2	-5	11	-16	-4
COc1cc2c(cc1OC)CN(C(=O)c1cc(C3CC3)nn1-c1ccccc1)CC2	0.4	0	0	8	-1	1	-1.1	-12	1	-5	-3
C[C@H](CO)N1C[C@H](C)[C@@H](CN(C)Cc2ccc(-c3ccccc3)cc2)Oc2ccc(NC(=O)Cn3cnnn3)cc2C1=O	-0.4	1	-4	4	x	-10	-0.9	-2	x	24	2
CC(=O)N1N=C(c2cccs2)CC1c1cccs1 (configuration not stated)	-0.8	-8	3	0	2	-6	0.3	8	601	17	10
CCc1nc2ccccc2c(C(=O)OCC(=O)NCCCN2CCCC2=O)c1C	0.3	-5	-7	8	-4	-9	1.2	-4	11	-19	-23
CCc1ccc(NC(=O)C/C(C)=N/NC(=O)COc2ccccc2C)cc1	-0.5	-6	2	-4	3	0	-0.4	-9	-10	-3	-4
Cc1ccc(C(=O)NC2CCN(C(=O)Nc3ccccc3)CC2)cc1	0.3	2	-1	0	0	2	-2.0	3	137	2	3
COc1ccccc1CC(NC(C)=O)C(=O)NC1CCN(C(=O)Nc2cccc(F)c2)CC1 (configuration not stated)	-0.7	-1	-5	3	x	-3	0.2	-8	x	-16	4
Cc1csc(NC(=O)c2cc(C)oc2C)n1	-1.6	-1	0	-5	5	-9	-1.4	-6	7	-4	-6
CCOc1cc(CNC(C)(C)CO)cc(Br)c1OCc1ccc(Cl)cc1Cl	0.2	-4	2	1	3	11	-4.8	-5	14	1	11
Cc1ccc(-c2ccc(=O)n(Cc3cccc(Br)c3)n2)cc1	0.0	-1	0	3	-4	17	x	-9	-10	0	-2
Cc1c(Cl)cccc1NC(=O)NCc1ccncc1	-1.0	-22	-1	0	1	-3	-0.6	-3	23	-6	-22
CCCC(=O)Nc1ccc(-c2nc3cc(C)c(C)cc3o2)cc1	1.8	-16	-1	-17	-2	x	-2.1	-1	11	0	25
CCN(C(=O)COC(=O)/C=C/c1cnc2ccccc2n1)c1ccccc1	-3.6	0	3	3	x	-10	0.5	-8	9	2	10
Cc1ccc[n+](C(C)C(=O)c2ccc(-c3ccccc3)cc2)c1 (configuration not stated)	2.6	-7	-3	12	x	-6	-0.5	-7	-12	-9	-39
CCN(C(=O)CSc1nnc(-c2ccncc2)n1Cc1ccccc1)C1CCS(=O)(=O)C1 (configuration not stated)	-1.1	-8	-5	6	-3	2	-7.0	1	8	9	-11
CCNc1nc(N)nc(Oc2ccc(OCCOc3ccc(Cl)cc3Cl)nn2)n1	-1.4	-5	-1	-5	5	0	0.1	-8	3	-10	18
O=C(COC(=O)/C=C/c1ccccc1[N+](=O)[O-])NCC(F)(F)F	-1.4	5	1	4	-1	-6	0.9	-2	0	7	-11
CCN(CCCc1ccccc1)CCCc1ccccc1	0.5	9	-4	5	x	-5	-1.5	3	0	-1	17

Structural class: the compounds so far with two or more sulfur atoms (six)
SMILES	CDK5 inh	RTF Ca sens inh	Keap1 Nrf2 FP	cardiac RTF act	NSD2 HMT inh	Rtt109 HAT inh	C-LANA FP	dFosB activator	Mot1-301 SUMO	PvdQ inh	PfHsp90 set2
COc1cc(NS(=O)(=O)c2ccc(NS(=O)(=O)c3ccc(NC(C)=O)cc3)cc2)nc(OC)n1	1.4	-12	-4	-2	2	3	-1.4	2	1	-14	14
O=S(=O)(Nc1ncccn1)c1ccc(NC(=S)Nc2ccccc2Cl)cc1	-1.7	3	-2	-3	0	2	0.6	-6	8	1	-29
Cc1ccc(N2CC(C(=O)Nc3nnc(SCC(=O)N4CCOCC4)s3)CC2=O)cc1 (configuration not stated)	0.6	1	-3	-4	-2	5	-0.2	-7	1	-11	-11
COc1ccc(-c2nnc(SC(C)C(=O)Nc3nccs3)n2Cc2ccccc2)cc1OC (configuration not stated)	0.1	3	-3	1	4	-6	0.8	-7	-14	-7	-28
CC(=O)N1N=C(c2cccs2)CC1c1cccs1 (configuration not stated)	-0.8	-8	3	0	2	-6	0.3	8	601	17	10
CCN(C(=O)CSc1nnc(-c2ccncc2)n1Cc1ccccc1)C1CCS(=O)(=O)C1 (configuration not stated)	-1.1	-8	-5	6	-3	2	-7.0	1	8	9	-11
